CHT allo act: allosterically activates the human high affinity choline transporter; Q9GZV3; 0.49% of 310,000 active; AID 488977; B-score at 10 µM; CHT-expressing cells, membrane potential dye, choline EC20; stronger effect = higher value; LV-AA mutant CHT in HEK293 cells;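 active = initial fluorescence not abnormally high and integrated response B-score, plate-corrected, over 3 SD above library mean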
Target sequence (Q9GZV3 whole entry, looked up): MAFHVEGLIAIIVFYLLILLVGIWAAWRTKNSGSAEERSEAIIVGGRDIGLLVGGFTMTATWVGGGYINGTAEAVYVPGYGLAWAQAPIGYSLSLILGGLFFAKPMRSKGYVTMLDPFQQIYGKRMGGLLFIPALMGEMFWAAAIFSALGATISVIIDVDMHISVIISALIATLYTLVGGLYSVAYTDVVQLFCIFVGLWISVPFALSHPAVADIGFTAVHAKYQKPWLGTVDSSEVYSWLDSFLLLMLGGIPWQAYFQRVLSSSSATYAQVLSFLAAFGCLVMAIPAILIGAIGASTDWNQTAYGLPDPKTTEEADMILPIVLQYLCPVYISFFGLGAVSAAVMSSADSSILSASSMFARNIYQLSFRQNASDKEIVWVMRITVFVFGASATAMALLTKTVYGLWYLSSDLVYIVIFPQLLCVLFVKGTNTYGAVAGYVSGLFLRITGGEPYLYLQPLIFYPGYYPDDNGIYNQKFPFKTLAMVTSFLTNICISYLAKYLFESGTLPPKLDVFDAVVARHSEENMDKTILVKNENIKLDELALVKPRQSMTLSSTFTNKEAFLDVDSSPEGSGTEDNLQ
OX1R antag-1: antagonists of human orexin 1 receptor (OX1R) | inhibition, % at 6.6 µM | AID 485270 | O43613 | OX1R-expressing cells, FRET antagonist read-out | 1.8% of 330,000 active; in the data active = inhibition mostly above about 38%, no sharp cut-off; inactive = mostly below about 40%;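 also: 0% = agonist challenge alone and 100% = reference antagonist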
Target sequence (O43613 whole entry, looked up): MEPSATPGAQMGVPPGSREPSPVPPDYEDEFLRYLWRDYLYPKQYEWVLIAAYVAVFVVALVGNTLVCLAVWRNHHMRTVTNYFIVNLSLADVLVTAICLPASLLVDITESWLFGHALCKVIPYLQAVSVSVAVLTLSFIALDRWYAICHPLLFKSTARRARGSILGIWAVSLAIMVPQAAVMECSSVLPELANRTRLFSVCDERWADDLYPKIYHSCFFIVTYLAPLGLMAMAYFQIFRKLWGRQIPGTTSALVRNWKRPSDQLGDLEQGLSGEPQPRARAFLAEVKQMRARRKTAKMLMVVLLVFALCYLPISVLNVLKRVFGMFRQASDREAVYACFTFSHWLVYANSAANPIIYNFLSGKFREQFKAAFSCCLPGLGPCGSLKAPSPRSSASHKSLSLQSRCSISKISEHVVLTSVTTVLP
OX1R antag-2: antagonists of human orexin 1 receptor; CHO/OX1R cells, Fluo-8 calcium fluorescence, orexin A; O43613; 0.43% of 330,000 active; AID 434989; inhibition, % at 5 µM;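 active = inhibition above its plate's threshold, mean inhibition of all tested compounds on the plate plus 3 SD, cut at about 37% in these data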;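 also: 0% = orexin A challenge wells and 100% = SB-334867-A antagonist wells; not every result past the cut was called active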
An asterisk follows results filed as active; i = inactive; nt = no result given. Compounds as they come, and some 2.5% of all compounds hit somewhere here.

Structure | CHT allo act | OX1R antag-1 | OX1R antag-2
CN(CC(=O)Nc1ccccc1Br)C(=O)CN(C)C1CCCCC1 | nt | 1 | -4
COCCCN1CN(Cc2ccco2)CNC1=S | i | -2 | 3
CC1(NC(=O)CC(c2ccccc2)(c2ccccc2)c2ccccc2)CCN(CCCc2ccccc2)C1=O (centres undefined) | nt | 8 | 14
COc1cc(OC)c(OC)cc1/C=N/NC(=O)c1cc(-c2cccn2C)n[nH]1 | i | 59* | 0
Cc1ccc(C)c(SCC(=O)OCC(=O)Nc2ccc(S(=O)(=O)N3CCOCC3)cc2)c1 | i | 5 | -12
CCC(C)(C)NC(=O)C(c1ccccc1F)N(Cc1ccco1)C(=O)c1csnn1 (centres undefined) | i | 12 | -29
CCOC(=O)c1c(C)[nH]c(C(=O)COC(=O)c2ccco2)c1C | nt | 4 | -24
COc1ccc(OC)c(/C=N/NC(=O)CCc2c(C)n[nH]c2C)c1 | i | 7 | -17
Cc1ccc(C)c(S(=O)(=O)N/N=C/c2ccc(C(=O)O)cc2)c1 | i | 13 | 3
CCN(CC)CCNc1ccc(Cl)cc1[N+](=O)[O-] | i | 41 | -20
CC(C)NCCCCOc1ccccc1-c1ccccc1 | i | 1 | -38
CCOC(=O)COc1c(-c2ccc(OC)cc2)oc2ccccc2c1=O | i | 0 | -28

Results in OX1R antag-2 (2 entries from above):
molecule | OX1R antag-2
COc1cc(OC)c(OC)cc1/C=N/NC(=O)c1cc(-c2cccn2C)n[nH]1 | 0
Cc1ccc(C)c(S(=O)(=O)N/N=C/c2ccc(C(=O)O)cc2)c1 | 3

(more compounds)
Structure | CHT allo act | OX1R antag-1 | OX1R antag-2
COC(=O)C1=C(CSc2nnnn2C)NC(=O)NC1c1cc(C)ccc1C (centres undefined) | i | 16 | -15
O=C(O)COc1ccc(Nc2ccccc2)cc1 | i | 23 | -1
S=c1[nH]nc(Cn2nnc3ccccc32)n1-c1ccc(Cl)cc1 | i | 15 | -3
O=C(COc1ccccc1)Nc1sc2c(c1C(=O)NCc1cccnc1)CCCC2 | i | 23 | -13
Cc1ccc(C)c(S(=O)(=O)N2CCN(C(=O)[C@H](Cc3ccccc3)NC(=O)c3ccco3)CC2)c1 | nt | 6 | -14
COc1cccc2c(=O)n(CC(=O)Nc3ccc(F)cc3F)ccc12 | i | 9 | -6
CN(CC(=O)Nc1cccc(F)c1)C(=O)c1ccc2c(c1)NC(=O)CS2 | nt | 1 | 13
CCOc1ccc(NC(=O)C(=O)N/N=C/c2ccccc2F)cc1 | i | 7 | -12
CC(C)C[C@H](NC(=O)c1nc[nH]c1C(=O)NC1CCNCC1)C(=O)OC(C)(C)C | i | 20 | -13
Cc1cc(C(=O)NCCCN2CC(C)CC(C)C2)n(-c2ccccc2)n1 (centres undefined) | i | 17 | -35
Cc1ccc2nc(SCC(=O)c3ccccc3)nc(=O)n2c1 | i | 12 | -15
S=C1CCC(c2ccc(Br)cc2)=NN1c1ccccc1 | i | 15 | 11
COC(=O)CSc1nnc(-c2ccc(NS(=O)(=O)c3ccccc3)cc2)o1 | i | 35 | 13
O=S(=O)(NCC1OCCc2ccccc21)c1ccccc1 (centres undefined) | i | 11 | -16
Cc1cccc(C)c1OCCNC(=O)OCc1ccccc1 | i | 12 | -27
CC(=O)NC(Cc1ccccc1)C(=O)OCC(=O)c1ccc(F)cc1 (centres undefined) | i | 12 | -4
COc1ccc(-c2[nH]ncc2CN2CCCO2)c(F)c1 | i | 9 | -8
COc1ccc(C)cc1NC(=O)c1ccc(S(=O)(=O)N2CCCCC2)cc1 | i | 14 | -32
CCN(C(=O)CSc1nccc(=O)[nH]1)c1cccc2ccccc12 | nt | 9 | -7
Cc1csc2nc(CNC(=O)c3ccco3)cn12 | i | 20 | 1
CC(=O)Nc1sc(C)c(C)c1C(=O)OC(C)C | i | 26 | -18
COc1ccc(CNC(=O)N[C@@H](CC(C)C)C(=O)O)cc1OC | i | 21 | -6
O=C(c1ccc2oc(Cc3ccc(Cl)cc3)nc2c1)N1CCCCC1CCO (centres undefined) | i | 18 | -28
Cc1nn(C)cc1C(C(=O)NC1CCCCC1)N(Cc1ccc(F)cc1)C(=O)c1cnccn1 (centres undefined) | i | 13 | -21
COCC(=O)Nc1ccc(N2CCOCC2)c(S(=O)(=O)Nc2ccc(OC)cc2)c1 | nt | 6 | -15
COCCCNc1nc2ccccc2nc1NS(=O)(=O)c1ccc(OC)cc1 | i | -8 | -18
CCC(=O)Nc1cc(=O)[nH]c2nc(-c3ccc(Cl)cc3)nn12 | i | 3 | -23
COc1ccc(C(=O)NCCn2cc(SCC(=O)Nc3cc(C)on3)c3ccccc32)cc1OC | i | 42 | -14
COc1cc2cc(CCCOC(=O)CCC(=O)O)oc(=O)c2cc1OC | nt | 1 | -19
COCCNC(=O)[C@H]1N2C(=O)c3c(ccc(OC)c3OC)C2SC1(C)C (some centres undefined) | i | 8 | -18
COc1ccc2oc(=O)c(C(=O)Nc3cccc(C(C)=O)c3)cc2c1 | i | 34 | -23
O=C(Cc1ncc(C(F)(F)F)cc1Cl)N1CCN(c2ccccn2)CC1 | i | 13 | -7
COc1ccccc1NC(=O)Cn1cnc2c(oc3nc4c(cc32)CCCC4)c1=O | i | 9 | -22
Cc1ccc(-c2sc(-c3ccccc3)nc2CC(=O)Nc2ccccc2F)cc1 | i | 6 | -20
CCCN(CC(=O)Nc1ccccc1C)C(=O)Cc1n[nH]c(=O)c2ccccc12 | nt | 3 | -11
COc1ccc(C(=O)NCCCc2ccccc2)cc1 | i | 14 | -24
O=C(c1ccc(CSCc2ccccc2F)o1)N1CCN(c2ccc(N3CCOCC3)nn2)CC1 | i | 28 | -33
NS(=O)(=O)c1cccc(NC(=O)c2cncc(Br)c2)c1 | i | 6 | -14
Cc1ccccc1NC(=O)c1ccccc1-c1ccccc1 | i | 27 | -16
O=C1CC/C=C\C[C@@H](CC(=O)N(CCO)Cc2ccccc2)C(=O)N2CCC[C@H]2CO1 | nt | -1 | -7
OCCC1CN(Cc2cccc3nonc23)CCN1Cc1ccsc1 (centres undefined) | i | 33 | -16
CSc1nnc(CNC(=O)c2ccccc2)n1-c1ccc(F)cc1 | i | 13 | -10
Nc1ccccc1SC(C[N+](=O)[O-])c1ccccc1 (centres undefined) | i | 3 | -24
COc1ccc(C(=O)Cn2c(C(=O)/C=C/c3ccccc3)nc3ccccc32)cc1 | i | 17 | -30
CCc1ccccc1Nc1nc(N)nc(CSCC(=O)Nc2ccc(C)c(C)c2)n1 | i | 19 | -10
COc1cccc(C2CC(c3cccc(OC)c3)n3nc(N)nc3N2)c1 (centres undefined) | i | 6 | -4
CCCCCC(=O)Nc1cccc2ccccc12 | i | 13 | -34
CCOc1ccc2nnc(-c3ccc(Br)cc3)n2n1 | i | 13 | 3
CC1=CS(=O)(=O)CC1Sc1nc(C)n[nH]1 (centres undefined) | i | 5 | 0
COc1ccc(-n2nc(C(=O)NCC(=O)NC3CCCCC3)c3ccccc3c2=O)cc1 | i | 44 | -20
CCOC(=O)N1CCN(c2nc(C(F)(F)F)nc3c(C)cc(C)cc23)CC1 | i | 21 | -23
O=C(N/N=C/c1ccccc1F)c1ccccc1OCc1ccccc1 | i | 22 | -23
O=C(COc1cccc(NC(=O)c2ccccc2)c1)c1ccccc1 | i | 2 | -30
CC1CCc2c(sc(NS(=O)(=O)c3ccccc3)c2C(=O)OC(C)C)C1 (centres undefined) | i | 23 | -17
Cc1ccc(C2=NN(C(=O)c3cccs3)C(c3ccccc3O)C2)cc1 (centres undefined) | i | 9 | -27
CCc1ccccc1-n1c(SCC(=O)c2c(N)n(C3CC3)c(=O)[nH]c2=O)nnc1N1CCOCC1 | nt | 8 | -6
CCCN1C(=O)C2(C(C(=O)c3ccc(C)o3)=C(O)C(=O)N2CCCOC)c2ccccc21 (centres undefined) | i | 8 | -19
FC(F)(F)c1ccccc1CN1CCCC(N2CCN(c3ccccc3)CC2)C1 (centres undefined) | i | -6 | -36
COCC(=O)Nc1ccc(C(=O)Nc2ccccc2Cl)cc1 | i | 22 | -12
CNC(=O)CN(c1cccc2ccccc12)S(C)(=O)=O | i | 13 | -15

Other results follow.
Structure | CHT allo act | OX1R antag-1 | OX1R antag-2
CCCCc1cc(=O)oc2cc(OC(C)C(=O)NCc3ccccn3)c(Cl)cc12 (centres undefined) | i | 12 | -3
CCN(CC)S(=O)(=O)c1ccc(N2CCCC2)c(NS(=O)(=O)c2ccc([N+](=O)[O-])cc2)c1 | i | 17 | -31
CC(C)N1CCN(C2CSCCSC2)CC1CCO (centres undefined) | i | 11 | -10
COc1cccc(NC(=O)Cc2csc(NC(=O)Nc3ccccc3OC)n2)c1 | i | 6 | -22
Cc1cccn2c(=O)nc(SCC(=O)N3CCN(c4ccccc4)CC3)nc12 | i | 21 | -14
COc1ccc(N(CC(=O)O)S(=O)(=O)c2ccccc2[N+](=O)[O-])c(OC)c1 | i | 10 | -3
CC(Sc1nnc(Nc2ccccc2F)s1)C(=O)NC1CC1 (centres undefined) | nt | 14 | -14
CCOC(=O)c1nn(-c2ccccc2C)c(=O)cc1OCC(=O)N1CCN(c2ccccc2)CC1 | i | 21 | -18
O=C(NC1CCCc2c1cnn2-c1ccc(F)cc1F)c1ccccn1 (centres undefined) | i | 11 | -10
CC1(C)CC(=O)C(C(C2=C(O)CC(C)(C)CC2=O)c2ccc(Cl)c([N+](=O)[O-])c2)C(=O)C1 (centres undefined) | i | 28 | -11
Cc1occc1C(=O)Nc1ccccc1NC(=O)c1ccoc1C | i | 0 | -26
COc1cc(/C=C2\CCC/C(=C\c3ccc(O)c(OC)c3)C2=O)ccc1O | i | 5 | 4
O=C(/C=C/c1cccc(F)c1)OCC(=O)N1CCCc2ccccc21 | i | 24 | -18
CN1CCC[C@H]1CCNC(=O)c1c(-c2ccsc2)sc2ccccc12 | nt | 8 | -17
COc1ccc(S(=O)(=O)NCCSc2ccc(Cl)cc2)cc1OC | i | 5 | -6
C/C(=N\O)c1c(C)c2ccccc2n1C | i | 8 | -21
Oc1ccccc1Nc1nc(NCC2CCCO2)c2ccccc2n1 (centres undefined) | i | 21 | -31
C/C(=N\NC(=S)NCc1ccccc1)c1ccc(Cl)cc1 | i | 15 | -26
Cc1ccc(N2/C(=N/c3nc(C)cc(C)n3)NC(=O)CC2C(=O)O)cc1 (centres undefined) | i | 7 | -6
Cc1cc(C)c(NC(=O)c2oc3ccccc3c2COc2ccccc2)c(C)c1 | i | 10 | -44
Cc1ccc(OCC(=O)N(C)CC(=O)Nc2cccc(F)c2)cc1 | i | 16 | -11
CCCS(=O)(=O)C/C(N)=N/OC(=O)c1ccccc1Cl | i | 2 | -11
CCSc1nnc(NC(=O)c2ccc(S(=O)(=O)N(C)C)cc2)s1 | i | 2 | -2
COc1ccc(CCC(=O)NCC2CCCCC2)cc1OC | i | 16 | -2
Cc1cc(NC(=O)c2cccs2)ncc1NC(=O)C(C)C | i | 8 | -13
CCC(Sc1nc(-c2ccccc2)c(-c2ccccc2)[nH]1)C(=O)O (centres undefined) | i | 10 | -13
CC(=O)Nc1ccc(NC(=O)C(C)n2nc([N+](=O)[O-])c(Br)c2C)cc1 (centres undefined) | i | 10 | -22
Cc1csc(=O)n1CCC(=O)N(C)Cc1c(F)cccc1Cl | nt | 7 | -22
CCOC(=O)c1cc(OC(=O)c2cccnc2)n(-c2ccccc2)n1 | i | 13 | -5
O=c1c2cc3c(nc2[nH]c(=S)n1-c1ccccc1)CCCC3 | i | 5 | -12
Cc1ccc(C(=O)NC(=S)NCc2cccnc2)cc1 | i | 26 | -26
CCOc1ccc(Nc2ccc([N+](=O)[O-])c3nonc23)cc1 | i | 43 | -23
Cc1ccc(S(=O)(=O)N2CCN(C(=O)Cn3c(=O)oc4ccccc43)CC2)c(C)c1 | nt | 2 | -16
CN1C(C(=O)Nc2ccc(OC(F)(F)F)cc2)=CC(c2ccc3c(c2)OCO3)=NS1(=O)=O | i | 13 | -2
CCC(C)(C)n1nnnc1C(c1cc2cc(C)cc(C)c2[nH]c1=O)N1CCN(C(=O)c2ccco2)CC1 (centres undefined) | i | 20 | -39
CC(C)(C)n1nnnc1C(c1cccnc1)N(Cc1ccccc1)Cc1cccs1 (centres undefined) | i | 50 | 41
CCOC(=O)c1c(-c2ccc(C)cc2)csc1NC(=O)c1ccc(N2C(=O)CCC2=O)cc1 | i | 7 | 4
N#C/C(=C\c1ccc2c(c1)OCCO2)C(=O)Nc1ccc(C(=O)O)cc1 | i | -10 | -3

6 entries out of the list above, ordered by their value in OX1R antag-1, lowest first.
Structure | OX1R antag-1
Cc1csc(=O)n1CCC(=O)N(C)Cc1c(F)cccc1Cl | 7
Cc1cc(NC(=O)c2cccs2)ncc1NC(=O)C(C)C | 8
CCC(Sc1nc(-c2ccccc2)c(-c2ccccc2)[nH]1)C(=O)O (centres undefined) | 10
Cc1ccc(C(=O)NC(=S)NCc2cccnc2)cc1 | 26
CCOc1ccc(Nc2ccc([N+](=O)[O-])c3nonc23)cc1 | 43
CC(C)(C)n1nnnc1C(c1cccnc1)N(Cc1ccccc1)Cc1cccs1 (centres undefined) | 50

Single entries from the entries so far.
For OX1R antag-2, N#C/C(=C\c1ccc2c(c1)OCCO2)C(=O)Nc1ccc(C(=O)O)cc1 shows -3
For OX1R antag-2, Cc1ccc(C(=O)NC(=S)NCc2cccnc2)cc1 shows -26
For OX1R antag-2, Cc1cc(NC(=O)c2cccs2)ncc1NC(=O)C(C)C shows -13

Source: PubChem BioAssay (several laboratories)
